Screens from PubChem.
PGC1a acetyl inh = inhibitors of PGC1a acetylation signal, primary screen, cell-based, U2OS, AlphaScreen, inhibitor mode; inhibition, % at 15.6 µM; AlphaScreen anti-acetyl-lysine; with virally co-expressed GCN5 acetyltransferase; 350,000 compounds, 0.17% hits;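 active means every replicate shows inhibition of at least 40%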;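 further: 0% = neutral control wells and 100% = positive control wells; some results beyond the cut were filed as inactive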
FN deposit inh = inhibitors of fibronectin matrix deposition, primary screen, AH1F cells, Alexa488-fibronectin fluorescence, plate reader. AH1F fibroblasts, overnight. inhibition, % at 12.6 µM. 350,000 compounds, 0.086% hits;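 active means mean inhibition across replicates of 30% or more, regardless of how many single replicates reach that level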;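 further: positive control wells lacked labelled fibronectin entirely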
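Assay system: AH1F fibroblasts assembling fluorescent fibronectin matrix; Amount: 10000 AH1F cells per well; Buffer or medium: DMEM, 2% serum; Probe or stimulus: Alexa488-fibronectin, 24 nM final in well; Doses: single compound dose, delivered by pin transfer; Incubation: 1 h adhesion, overnight exposure; Measured by: fluorescence 485/525 nm; Read-out: fibronectin deposition inhibition.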
PglD inh = C. jejuni PglD acetyltransferase inhibitors, primary screen, biochemical, DTNB colorimetric, single point | inhibition, % at 12.5 µM | AID 602405, 2012 | 360,000 compounds, 0.098% hits | purified PglD enzyme, DTNB colorimetric CoA detection; in the data active means inhibition above about 16%, passing the limit was not always enough; further: strong numbers were not always called active
INS-1E GSIS act = GLuc luminescence reporter in INS-1E cells, primary screen for activators of glucose-dependent secretion of insulin | INS-1E GLuc reporter insulin secretion, 2-3 h | activation, % at 16.6 µM | 370,000 compounds, 0.61% hits | AID 743287, 2014;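 active means lowest replicate activation of at least 40%, so every replicate reaches that level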;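 further: 0% = median of neutral control wells and 100% = median of IBMX positive control wells; some compounds called inactive have numbers as strong as hits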
miR-122 sensor = miR-122 Renilla sensor signal increase in Huh7, primary screen, miR-122 inhibitor project, cell-based, single point, plate reader. Huh7 miR-122 Renilla luciferase sensor, 48 h; neutral wells = 0, positive control = 100. activation (reporter increase), % at 12.5 µM. 340,000 compounds, 0.3% hits;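 active means mean replicate activation score at least 90 and every replicate individually at or above 90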;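 further: higher luciferase means less miR-122 activity so hits act as miR-122 inhibitors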
C2C12 statin = suppressors of statin myotoxicity in C2C12 myotubes, primary screen, cell-based, single point, plate reader. rescue of ATP level, % at 7.49 µM. C2C12 myotubes + simvastatin, ATP luminescence, 48 h; scaled: DMSO 0, geranylgeraniol control 100. AID 602340, 2012. 330,000 compounds, 0.78% hits;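 active means mean ATP rescue above about 67%, or every replicate alone reaching that limit, limit read from the data, passing the limit was not always enough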;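 further: myotubes were challenged with 10 µM simvastatin during compound exposure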
F508del corr = F508del CFTR correction, initial screen, CFBE line, single point; CFBE cells, YFP halide quenching; stimulated with forskolin plus potentiator P3; % fluorescence drop versus neutral controls; activity (quench increase), % at 7.58 µM; 350,000 compounds, 0.36% hits;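 active means mean added fluorescence quench of at least 8% versus neutral control, with both replicates also reaching 8%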;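 further: cells transiently co-express mutant CFTR-F508del with the halide-sensitive YFP; corrector assay measuring rescue of mutant channel to the surface after 24 h compound exposure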
Cneo AK release = Cryptococcus neoformans cell lysis inducers, primary screen, AK release luminescence, single concentration | AID 651654, 2012 | C. neoformans lysis, adenylate kinase release luminescence, 4 h; normalised: neutral wells 0, clomiphene wells 100 | 360,000 compounds, 0.2% hits | lysis activity, % at 15 µM;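 active means mean lysis activity across replicates of at least 80%, whatever share of replicates individually reach that level; inactive means mean lysis activity below 80%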
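Material: C. neoformans cells | Amount: Yeast cell density of 5 × 10^6 cells/mL | Medium: Fresh YPD growth medium | Dosing: Single dose | Times: Static 4 h at 37 °C with compound, 1 h detection | Detection: AK luminescence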
Starred values were filed as active, the others as inactive; · = not tested or not shown; & = joins results of further samples; [ ] = dose if it differs, or a comment. Rows were taken by chance. About 2.1% of those tested had a hit in this group.

SMILES	PGC1a acetyl inh	FN deposit inh	PglD inh	INS-1E GSIS act	miR-122 sensor	C2C12 statin	F508del corr	Cneo AK release
COC(=O)c1ccc2c(=O)n(Cc3ccc(C(=O)NCCCN4CCC(C)CC4)cc3)c(=S)[nH]c2c1	-31	-2	·	-14	·	·	-2.3	·
COc1cccc(C(=O)Nc2ccc3c(c2)C(=O)N(C)C[C@H](OC)[C@H](C)CN(CCc2ccccc2)[C@H](C)CO3)c1	3	10	-2	-12	·	26	-0.9	0
COCCn1nnnc1C(c1cc2cc(C)ccc2[nH]c1=O)N1CCc2ccccc21 (stereo unspecified)	·	7	2	-20	17	·	·	10
Oc1ccc(CCNc2ncnc3ccc(Cl)cc23)cc1	34	6	-2	·	-13	-49	5.1	-4
COc1ccc(NC(=O)N(C)C[C@@H]2OCc3ccccc3-c3c(n(C)c4ccccc34)C(=O)N([C@H](C)CO)C[C@H]2C)c(OC)c1	-4	-2&7	-1	-19	-2	12	-4.3	-1
COc1cccc(S(=O)(=O)N[C@H]2C=C[C@@H](CC(=O)NC3Cc4ccccc4C3)O[C@@H]2CO)c1	-9	-5	-3	-7	-1[16.7 µM]	2	0.8	-5
c1ccc(Nc2ncnc3sc4c(c23)CCC4)cc1	4	9	5	·	3	15	·	11
Cc1ccn(-c2ccc(NC(=O)c3cccs3)cc2)n1	·	7	2	6	1	-110	-0.5	-2
COc1ccc(OC)c(COC(=O)c2cc([N+](=O)[O-])ccc2N2CCOCC2)c1	-3	15	-2	8	31	-19	6.5	0
O=C(OCCN1CCN(c2ncc(C(F)(F)F)cc2Cl)CC1)c1ccc(F)cc1	5	·	1	·	8	6	·	-5
COc1ccccc1NC(=O)c1ccc(NC(=O)CSc2n[nH]c(N)n2)cc1	-7	10	9	-5	-15	-3	2.1	1
Cc1cccc(NC(=O)NCCN2CCCCC2)c1	3	6	0	·	-3	7	-3.0	1
CN(C)c1ccc(NC(=O)Nc2ccc3c(c2)c(=O)n(C)n3Cc2ccccc2)cc1	2	-11	3	-7	0	-4	1.5	-2
COCC#Cc1cnc2c(c1)C(=O)N([C@@H](C)CO)C[C@H](C)[C@@H](CN(C)Cc1ccc3c(c1)OCO3)O2	8	-14	-1	1	2[16.7 µM]	0	-1.3	1
CC(=O)N1CCc2c(sc(NC(=O)Cc3ccc(F)cc3)c2C#N)C1	-1	-7	-2	1	0	1	2.8	3
COc1cc(-c2cc(C(=O)N3CCCCCC3)c3ccccc3n2)cc(OC)c1OC	-4	13	-4	-25	4	-4	4.5	0
O=C(O)C1CCCN(S(=O)(=O)c2ccc3c(c2)OCCO3)C1 (stereo unspecified)	4	9	·	-6	·	·	-2.4	·
COCC(=O)N[C@@H]1C=C[C@H](CC(=O)NCc2ccc(Cl)cc2)O[C@H]1CO	-3	15	6	11	·	-2	2.2	7
COc1ccc(CCN(Cc2cc3cccc(C)c3[nH]c2=O)C(=O)NC2CCCCC2)cc1OC	·	1	6	·	-6	-14	·	5
COc1ccc(NC(=O)C2CCCN(S(=O)(=O)c3cccc4nonc34)C2)cc1OC (stereo unspecified)	-7	0	·	3	·	·	2.9	·
COCCCNC(=O)c1cc2c(-c3cccc(OC)c3)nn(C)c2s1	·	8	1	·	·	6	2.5	-5
CCOC(=O)C1(CCCc2ccccc2)CCN(Cc2cnn(C)c2)CC1	3	5	·	-15	·	·	-2.5	·
O=C(c1ccccc1)c1ccc(OC(=O)N2CCCC2)cc1	-14	-3	1	·	14	·	·	-2
CCCS(=O)(=O)NC(=O)C1(C)CCCN(C(=O)CSc2ccccc2)C1 (stereo unspecified)	8	3	-2	2	1	5	-1.5	-1
CC(C)NS(=O)(=O)c1ccc(OCC(=O)N(C)Cc2ccccc2)cc1	7	·	-5	·	66	13	·	2
O=C(COC(=O)COc1ccccc1[N+](=O)[O-])NC1CCCCC1	12	-2	-6	-14	-9	1	2.4	-3
O=C1C(Cc2ccccc2)Nc2ncnc(N3CCN(c4ccccc4)CC3)c2N1Cc1ccccc1 (stereo unspecified)	3	2	6	-6	-2	-2	0.6	2
CCC(=O)N1[C@H](CO)[C@H](c2ccc(-c3cccc(F)c3)cc2)[C@@H]1CNC(C)=O	-6	-14	2	3	-21[16.7 µM]	14	0.1	0
O=C(c1cccc(F)c1)N1CCN(S(=O)(=O)c2ccc(C(F)(F)F)cc2)CC1	·	·	2	·	-4	18	·	-5
O=C(CCS(=O)(=O)c1ccc(Cl)cc1)NC1CCCC1	5	-12	-1	-1	-4	7	-3.8	-2
O=C(O)/C=C/c1cn(-c2ccccc2)nc1-c1ccc(-c2ccc([N+](=O)[O-])cc2)o1	0	2	5	-12	2	-14	0.6	-4
C[C@@H](C(=O)NCc1ccc(S(C)(=O)=O)cc1)[C@@H]1C[C@@]1(C)[C@@H](NC(=O)OCc1ccccc1)c1ccccc1	-3	-2	4	-4	3	4	0.1	-2
CN1/C(=C\C(=O)c2cccs2)Sc2ccccc21	5	·	-22	·	1	-33	·	-19
C[C@H]1CN([C@@H](C)CO)C(=O)c2cc(C#CC3CC3)cnc2O[C@H]1CN(C)C(=O)Nc1ccccc1	1	·	-2	-7	-8[16.7 µM]	44	-0.6	13
C[C@H]1CN([C@@H](C)CO)C(=O)c2cc(NS(=O)(=O)c3ccccc3)ccc2O[C@H]1CN(C)Cc1ccc(C(=O)O)cc1	-3	·	1	3	-7[16.7 µM]	·	1.9	-3
Cn1nc(CC#N)c2c(=N)n(N)cnc21	15	2	-6	24	7	-3	1.9	-1
CCCCN(C(=O)c1ccc(S(=O)(=O)N2CCOCC2)cc1)C1CCS(=O)(=O)C1 (stereo unspecified)	·	-7	-1	11	·	2	1.6	1
COc1ccc(C2=NOC(Cn3nc(-c4ccccc4)cc3C(=O)NCc3cccc(Br)c3)C2)cc1 (stereo unspecified)	-11	-5	1	-2	-2	-4	2.3	-1
COCCN1CCN(Cc2cn(C)nc2-c2cccc(Cl)c2)CC1	3	-1	9	8	-3	-5	-0.3	-1
O=C(C[C@H]1CC[C@@H](NC(=O)c2ccc3c(c2)OCO3)[C@H](CO)O1)NCc1ccc(Cl)cc1	3	·	3	2	·	4	0.1	20
CCOC(=O)CNC(=O)CSc1nnc(NC(=O)c2ccc3c(c2)OCO3)s1	-1	0	-5	1	4	·	3.2	-1
C[C@H](NC(=O)C[C@H]1CC[C@@H]2[C@H](COC[C@@H](O)CN2C(=O)Nc2ccccc2)O1)c1ccccc1	4	-5	-3	12	-6[16.7 µM]	-13	-0.5	-3
CCCn1c(N)c(N(C)C)c(=O)n(CC(=O)Nc2ccc(OC(F)(F)F)cc2)c1=O	4	·	-4	·	-8	6	·	5
Clc1ccc(Cn2c(-c3cccnc3Cl)nc3ccccc32)cc1	7	·	-6	-14	4	19	·	1
CC(=O)N1c2ccc(S(=O)(=O)NCC3CCC(C(=O)NC4CCCCC4C)CC3)cc2CC1C (stereo unspecified)	3	5	0	2	-7	0	-2.5	-1
COc1ccc(N2CCN(C(=O)c3ccc(C)c(NC(=O)c4ccco4)c3)CC2)cc1	·	·	-1	3	-2	3	-3.9	4
COc1cccc(C#Cc2cnc3c(c2)C(=O)N([C@@H](C)CO)C[C@@H](C)[C@H](CN(C)C(=O)C2CCOCC2)O3)c1	2	·	-1	9	5[16.7 µM]	8	1.3	31
COc1ccc(Cc2[nH]n3c(=O)c(Cl)c(C)nc3c2-c2ccccc2)cc1	-3	0	·	3	·	·	4.1	·
Cc1noc(NS(=O)(=O)c2ccc(N/C=C\C(=O)c3ccncc3)cc2)c1C	·	-12	3	·	4	-8	·	5
CC(C)CNC(=O)/C=C/C=C/CCCC/C=C/c1ccc2c(c1)OCO2	14	7	-7	-4	-1	7	1.7	-2
COc1ccc(-c2noc(CCC(=O)Nc3ccc(C)c(C)c3)n2)cc1	-6	-9	4	23	-2	6	·	-5
OC(c1ccc(F)c(F)c1)c1nc(-c2ccccc2)cs1 (stereo unspecified)	14	6	6	·	-3	1	0.7	11
CCOC(=O)C1=C(C)N(C)C(=O)NC1c1ccc(C)s1 (stereo unspecified)	2	·	-4	22	-5	-31	·	3
Cc1ccc(/C=C/C(=O)OCC(=O)Nc2cccnc2Cl)cc1	·	0	0	0	·	5	-0.9	-1
O=C(Nc1ccccc1F)N1C[C@H]2[C@@H](c3ccccc31)[C@@H](CO)N2C(=O)C1CC1	-7	2	5	-8	-40[16.7 µM]	-8	1.2	0
CC(=O)c1ccc2noc(-c3ccc(Cl)cc3)c2c1	5	5	·	1	3	1	-0.6	·
COc1ccc(C(=O)c2nccc3cc(OC)c(OC)cc23)cc1OC	7	·	1	·	2	10	·	-1
CC(NC(=O)c1ccc(Cl)cc1)C(=O)N1CCCCC1 (stereo unspecified)	7	5	24*	·	3	1	-2.1	2
CO[C@@H]1CN(C)C(=O)c2cc(NC(=O)C3CCCCC3)ccc2OC[C@H](C)N(Cc2cccnc2)C[C@@H]1C	·	-5	-2	-6	7[16.7 µM]	-13	-0.6	-2
CCN(C(=O)c1cc2cc3ccc(C)cc3nc2o1)c1ccc(OC)cc1	-37	·	6	·	45	-12	·	-2

Compound profiles, as listed above:
`COc1ccc(Cc2[nH]n3c(=O)c(Cl)c(C)nc3c2-c2ccccc2)cc1` is entered as PGC1a acetyl inh: -3; FN deposit inh: 0; PglD inh: ·; INS-1E GSIS act: 3; miR-122 sensor: ·; C2C12 statin: ·; F508del corr: 4.1; Cneo AK release: ·
`COc1cccc(S(=O)(=O)N[C@H]2C=C[C@@H](CC(=O)NC3Cc4ccccc4C3)O[C@@H]2CO)c1` is entered as PGC1a acetyl inh: -9; FN deposit inh: -5; PglD inh: -3; INS-1E GSIS act: -7; miR-122 sensor: -1[16.7 µM]; C2C12 statin: 2; F508del corr: 0.8; Cneo AK release: -5
`CC(C)NS(=O)(=O)c1ccc(OCC(=O)N(C)Cc2ccccc2)cc1` is entered as PGC1a acetyl inh: 7; FN deposit inh: ·; PglD inh: -5; INS-1E GSIS act: ·; miR-122 sensor: 66; C2C12 statin: 13; F508del corr: ·; Cneo AK release: 2

Carrying on.
SMILES	PGC1a acetyl inh	FN deposit inh	PglD inh	INS-1E GSIS act	miR-122 sensor	C2C12 statin	F508del corr	Cneo AK release
CCCNC(=O)N1C[C@@H](O)COC[C@@H]2O[C@H](CC(=O)N3CCOCC3)CC[C@H]21	0	0	7	0	-5[16.7 µM]	0	-1.0	3
CCN1CCN(CC(=O)N2c3ccccc3Sc3ccccc32)CC1	-6	-3	3	17	-6	-6	·	0
Cc1ccc(CNC(=O)CSc2nc3ccsc3c(=O)n2NC(=O)c2ccccc2)cc1	-3	-5	4	·	2	11	·	0
Cc1nc(C(F)(F)F)ccc1C(=O)N1CCC1(C)C(=O)NS(=O)(=O)c1ccc(Cl)cc1 (stereo unspecified)	-29	-12	-4	28	-5	-6	-3.0	2
Cc1ccc(C(=O)NC(=S)Nc2ccc(N3CCOCC3)cc2)c(C)c1	-19	10	-6	-8	0	2	-2.8	-1
Nc1nnc(SCC(=O)N2CCN(c3cccc(Cl)c3)CC2)n1-c1ccccc1	4	18	2	·	-13	1	·	-3
